m5-HT2A agonist = activates the mouse 5-HT2A serotonin receptor | P35363 | CHO-K1 mHTR2A beta-arrestin complementation, luminescence; percent of 30 µM serotonin response | activation, % at 7.6 µM | actives 0.66% (n = 360,000);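 active = activation above a run cutoff, the mean activation of all tested compounds plus 3 SD, cut at about 14% in these data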;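 also: 0% = plate median of compound wells and 100% = 30 µM serotonin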
TLR9-MyD88 inh = blocks human TLR9 binding to MyD88 | Q9NR96+Q99836 | CHO BLA complementation TLR9-MyD88, CCF4 FRET ratio | inhibition, % at 4.98 µM | actives 0.21% (n = 340,000) | AID 504734;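 active = inhibition above the mean over all tested compounds plus 3 SD, cut at about 21% in these data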;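 also: 0% = DMSO only wells and 100% = clavulanate BLA inhibitor control wells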
Glyco luc inh = blocks N-linked glycosylation in D54 reporter cells. D54 ERlucT glycosylation luciferase reporter, 24 h; percent of 100 nM tunicamycin response. reporter increase, % at 12.5 µM. actives 0.23% (n = 360,000);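 active = mean luciferase reporter signal, scaled so untreated is 0 and the glycosylation-blocking control 100, at or above a set limit in every replicate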;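 also: luciferase carries N-glycosylation sites so blocking glycosylation raises the light; 0% = median of neutral control wells and 100% = median of 100 nM tunicamycin wells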
ABCB6 inh 2 = human ABCB6 transporter inhibition | Q9NP58 | K562-ABCB6 porphyrin accumulation, flow cytometry, 1 h; active compounds read low | fluorescence ratio to DMSO, % at 10 µM | actives 0.19% (n = 360,000);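 active = fluorescence ratio to DMSO below 75%, the collection mean minus 3 SD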;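 also: signal is porphyrin accumulated inside mitochondria; 100% equals median channel fluorescence of DMSO control wells; lower ratio means ABCB6 inhibition with less porphyrin fluorescence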
Target sequence (Q9NP58 whole entry, looked up): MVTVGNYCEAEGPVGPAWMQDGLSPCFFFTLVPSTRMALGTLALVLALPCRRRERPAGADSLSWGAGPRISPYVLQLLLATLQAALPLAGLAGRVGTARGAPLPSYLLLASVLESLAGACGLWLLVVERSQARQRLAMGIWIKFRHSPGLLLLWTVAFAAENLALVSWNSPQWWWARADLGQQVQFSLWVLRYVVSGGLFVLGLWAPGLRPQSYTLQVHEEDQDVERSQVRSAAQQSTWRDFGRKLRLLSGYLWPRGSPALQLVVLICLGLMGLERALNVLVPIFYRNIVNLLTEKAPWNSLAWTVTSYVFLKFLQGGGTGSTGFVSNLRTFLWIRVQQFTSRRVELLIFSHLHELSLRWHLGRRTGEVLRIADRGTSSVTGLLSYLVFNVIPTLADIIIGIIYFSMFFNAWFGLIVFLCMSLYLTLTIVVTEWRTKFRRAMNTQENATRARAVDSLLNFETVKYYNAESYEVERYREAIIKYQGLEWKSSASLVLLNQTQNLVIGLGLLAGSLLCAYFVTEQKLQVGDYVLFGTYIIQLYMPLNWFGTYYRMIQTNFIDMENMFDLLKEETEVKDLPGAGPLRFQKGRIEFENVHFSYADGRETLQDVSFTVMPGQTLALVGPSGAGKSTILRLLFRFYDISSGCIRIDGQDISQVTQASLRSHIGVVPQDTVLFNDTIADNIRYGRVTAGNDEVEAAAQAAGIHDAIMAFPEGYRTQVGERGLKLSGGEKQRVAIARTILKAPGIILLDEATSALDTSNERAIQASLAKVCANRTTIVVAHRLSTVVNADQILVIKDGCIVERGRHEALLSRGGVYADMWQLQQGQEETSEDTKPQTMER
Cardio protect = modulators protecting cardiomyocytes from myocardial damage; protection from H2O2 cell death, % at 20 µM; actives 0.63% (n = 360,000); H9c2 cardiomyocytes, H2O2 injury protection, ATPLite, 2 h;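 active = compounds giving at least 50% protection of heart cells from peroxide-induced death in the single-dose screen, raw or plate-pattern-corrected value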;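 also: 0% = DMSO wells with peroxide and 100% = DMSO wells without peroxide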
MC4R antag cAMP = blocks human MC4R cAMP signaling. actives 0.48% (n = 360,000). inhibition, % at 6.5 µM. MC4R-expressing cells, MTII-stimulated cAMP, LANCE TR-FRET;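 active = inhibition above its plate's cutoff, the mean of tested wells on that plate plus 3 SD, cut at about 29% in these data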;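 also: 0% = Melanotan II alone and 100% = Melanotan II plus saturating MCL0020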
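System – human MC4R-expressing U2OS cells · Also added – Melanotan II · Dosing – one concentration, 6.5 µM nominal · Timing – 30-min compound, 1-h challenge, 1-h detection, room temperature · Measured by – Eu-cAMP/anti-cAMP TR-FRET, emission 671 nm · Replicates – singlicate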
NCOA2 inhibitor = inhibits human steroid receptor coactivator 2; Q15596; actives 0.17% (n = 370,000); HEK293 GAL4-SRC2 luciferase reporter, luminescence; inhibition, % at 9 µM;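 active = inhibition above the mean inhibition of all tested compounds plus 3 SD, set per campaign, cut at about 52% in these data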;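 also: 0% = DMSO treated cells and 100% = cells given Gossypol at 36 µM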
ABHD5-PLIN5 inh = inhibitors of human ABHD5-perilipin-5 interaction; inhibition, % at 4 µM; AID 602281; Split G. princeps luciferase complementation, luminescence, 4 h; actives 0.78% (n = 360,000); Q00G26+Q8WTS1;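 active = inhibition above the mean inhibition across every tested compound plus 3 SD, cut at about 22% in these data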;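 also: 0% = DMSO only wells and the 100% control is not disclosed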
NOD2 RIPK2 PPI = NOD2-RIPK2 protein interaction inhibition | O43353 | CHO BLA complementation NOD2-RIPK2, CCF4 ratio | inhibition, % at 4.98 µM | actives 0.38% (n = 360,000) | AID 624267; in the data active = inhibition above about 21%;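 also: 0% = vehicle only and 100% = reference blocker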
MC4R barr agon = activates human MC4R beta-arrestin recruitment; actives 0.98% (n = 360,000); U2OS MC4R beta-arrestin complementation, luminescence; percent of melanotan II response, DMSO zero; activation, % at 8.9 µM; P32245;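 active = activation above a per-plate cutoff, the mean activation of sample wells on that plate plus 3 SD, cut at about 8% in these data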
Active calls of the source: *; . = not tested or not shown. Only part of the results is shown; count on the stated rates, not on these rows.

SMILES	m5-HT2A agonist	TLR9-MyD88 inh	Glyco luc inh	ABCB6 inh 2	Cardio protect	MC4R antag cAMP	NCOA2 inhibitor	ABHD5-PLIN5 inh	NOD2 RIPK2 PPI	MC4R barr agon
CC(=O)c1c(C(C)=O)c(C)n(NC(=O)c2ccc(Cl)cc2)c1C	-1	-8	2	94	-1	-3	20	-9	1	-1.9
CCCN1CC=C2C(C#N)=C(N)C(C#N)(C#N)C(c3cccc(OC)c3OC)C2C1 (configuration not stated)	-3	-1	0	107	17	-1	-5	3	-2	0.0
O=C(COC(=O)C12CC3CC(CC(C3)C1)C2)N1CCN(S(=O)(=O)c2ccccc2)CC1	4	2	2	93	-6	9	17	-3	4	-0.4
Clc1ccccc1OCCCCn1ccnc1	-5	0	0	94	2	-4	8	7	-7	-1.1
CCc1c(C)nc2cc(-c3cc(OC)cc(OC)c3)nn2c1N1CCCC1	-4	0	-4	97	-19	3	-9	-7	-7	-0.2
CCOC(=O)C1CCN(C(=O)CCCOc2ccccc2)CC1	-1	0	0	101	3	12	-37	-1	8	0.3
O=C(COC(=O)c1ccc(F)cc1F)c1ccc[nH]1	3	3	-2	97	2	6	-2	7	-3	0.8
CCN(CC)CCN(C(=O)c1cc(Cl)sc1Cl)c1nc2cc3c(cc2s1)OCO3	0	5	-1	105	-7	12	-11	2	2	-3.4
COc1cc(NC(=O)N[C@@H](CCSC)C(=O)O)cc(OC)c1	3	-5	1	102	0	6	2	-2	0	0.3
Cc1cc(C)nc(NNC2=CC(=[N+]3CCCCC3)CC(C)(C)C2)n1	6	-2	2	84	-4	-7	5	5	2	-0.1
O=c1[nH]c(CN2CCCCC2)ccc1O	1	4	1	102	-1	-4	3	-15	7	-1.9
COCCCNC(=O)CSc1nc2ccccc2c(=O)n1CCCN1CCCCC1	-12	-3	-2	96	6	11	-3	-2	6	1.2
O=[N+]([O-])c1ccc(Sc2ccc(F)cc2)nc1	-3	-1	-2	98	-3	7	-2	-3	2	-2.5
COc1ccccc1CNC(=O)C(C)Sc1ccsc1[N+](=O)[O-] (configuration not stated)	6	4	-3	100	8	30*	4	0	-7	-0.9
O=C(O)c1ccc(-c2ccccc2)[nH]c1=O	0	7	0	99	1	19	-29	-2	-7	-0.5
Cc1ccc(NC(=O)C(=O)NCCN2CCN(S(=O)(=O)c3ccccc3)CC2)cc1C	3	-13	-3	95	-19	15	22	5	0	-2.9
COc1ccccc1N=c1scc(-c2ccc3c(c2)NC(=O)CO3)n1CC1CCCO1 (configuration not stated)	8	-7	-5	114	9	0	10	11	-5	-2.4
COC(=O)CSc1nnc(-c2ccoc2C)n1-c1ccc(C)cc1	-1	0	1	88	11	0	10	1	-2	-0.2
COCCn1c(SCc2nc3ccccc3s2)nc2ccccc21	-2	-3	-7	104	-3	3	-54	-3	-1	-0.5
CCc1ccc(/C=N/NC(=O)c2nnn(-c3nonc3N)c2C(C)C)cc1	-3	3	16	103	-6	-10	5	-6	4	6.5
CCC(=O)Nc1ccc(NC(=O)CN2CCCC(C)C2)c(Cl)c1 (configuration not stated)	-2	3	-2	96	-7	-4	0	-4	-10	-1.5
O=C(CSc1ccc([N+](=O)[O-])cn1)Nc1nccs1	13	-8	2	101	2	11	-13	-3	-11	-0.7
COc1ccc(CC(NC(C)=O)C(=O)NC2CCN(C(=O)c3ccccc3F)CC2)cc1 (configuration not stated)	-4	4	-1	94	6	5	-5	-1	-8	-0.3
COC(=O)C1=C(C)NC(=O)NC1/C=C/c1ccccc1 (configuration not stated)	3	-5	-1	94	-3	11	-33	9	8	-1.5
CCOC(=O)c1c(-c2ccccc2)csc1NC(=S)NC(=O)c1ccccc1	2	-1	1	99	1	10	0	-5	-2	-1.6
Cc1cccc(NC(=O)c2sc(Cl)nc2C)c1C	8	6	3	97	0	3	-10	0	-2	1.5
CCC(C(=O)NC(C)(C)C)N(Cc1ccco1)C(=O)Cn1nnc(-c2ccc(F)cc2)n1 (configuration not stated)	-5	-2	-4	99	7	-5	-18	-4	2	-0.1
COCc1nnc(NC(=O)c2ccc(S(=O)(=O)N(C)c3ccccc3)cc2)o1	0	-8	0	101	41	0	-7	0	2	-1.3
CN(CCO)C1=CC(=O)CC(C)(C)C1	3	-1	2	98	6	-4	-36	-9	-7	-0.5
O=C(Nc1cccc(F)c1)N1CCN(C/C=C/c2ccccc2)CC1	-4	-4	2	96	-12	8	-21	-3	4	-0.6
COCCCN1CN(Cc2ccccc2)CNC1=S	0	-1	-2	104	-4	5	-15	2	-10	-1.8
Cc1ccc(/C=N\NC(=O)c2ccc(Cn3cc(Br)c([N+](=O)[O-])n3)o2)o1	-1	-1	0	97	2	-4	-1	2	-6	-2.4
CCN1CCN(c2cc(C)c3cc(NC(=S)N4CC(C)CC(C)C4)ccc3n2)CC1 (configuration not stated)	-7	8	-6	97	-7	22	-32	-1	4	-1.1
O=C(Nc1cccc(S(=O)(=O)N2CCCC2)c1)[C@@H]1O[C@H](CO)[C@H](O)[C@H](O)[C@H]1O	2	.	-1	94	5	-6	-12	-2	-3	-1.3
O=C(c1ccc(CS(=O)(=O)c2ccc(Br)cc2)o1)N1CCN(c2ncccn2)CC1	-2	-2	-2	101	7	4	-13	-8	-3	-0.7
Cc1ccc(-n2c(SCC(=O)NC3CCS(=O)(=O)C3)nc3ccccc3c2=O)c(C)c1 (configuration not stated)	-3	5	0	97	11	8	0	-3	11	-0.2
CCCCCCCCN1[C@@H](CC(=O)OCC)c2cc(C(F)(F)F)ccc2S1(=O)=O	3	-7	-1	96	-18	5	-30	-2	0	0.5
C=CCN1CCCC1CNC(=O)c1cc2[nH]nnc2cc1OC (configuration not stated)	-2	-3	-1	103	1	4	-3	1	2	-1.1
O=C(CSc1nnc(C2COc3ccccc3O2)o1)N1CCCC1 (configuration not stated)	2	2	-2	93	-3	-2	-34	7	4	4.2
C=CCN(CC=C)Cc1c(O)ccc2c1oc(=O)c1ccccc12	-9	-12	-1	100	33	1	-3	68*	-2	-3.0
COc1ccc(CNC(=O)CN(Cc2ccc(Cl)cc2)S(C)(=O)=O)cc1	-5	5	-1	100	-5	0	-18	0	-5	-0.6
COCCNC(=S)Nc1cc(OC)c(NC(=O)c2ccco2)cc1OC	-2	-3	3	100	-3	17	1	-2	-4	0.1
COc1ccccc1-c1cc(C(F)(F)F)nc(N2CCOCC2)n1	-2	0	-2	93	-15	8	-14	-1	-1	4.7
COc1ccc(-c2nnc3ccc(SCC(=O)N4CCCCC4)nn23)cc1OC	-1	-11	0	100	42	4	-11	-7	-13	-0.8
O=C(CC1CCCC1)NNC(=O)c1ccc(F)cc1	-7	-1	1	99	6	0	1	-1	-12	-1.3
Nc1nc2cc(S(=O)(=O)N3CCOCC3)ccc2o1	1	6	3	102	-6	6	-12	-11	-2	0.5
COc1ccc(NC(=O)C(=O)NNC(=O)C(C)Oc2ccc(Cl)cc2Cl)cc1 (configuration not stated)	4	0	0	102	13	8	8	4	-3	-3.2
Cc1cc(NS(=O)(=O)c2ccc(Br)s2)no1	0	-13	0	103	-4	9	-12	-5	-17	-1.3
N/C(=N\OC(=O)Cc1ccc(Cl)cc1)c1ccncc1	0	-9	-3	100	-11	16	-16	-2	-3	1.8
O=C(Cn1nnc2ccccc21)NCc1ccccc1	1	-5	-5	106	-3	4	-53	1	-1	0.0
O=C(CNS(=O)(=O)c1ccccc1)N/N=C/c1ccc(O)cc1	-3	-6	0	100	2	-4	-12	-2	11	-4.0
Cc1ccc(-c2cccc(OC(=O)c3ccccc3F)c2)cc1	-5	-4	1	98	-6	-10	-15	-3	-9	-1.6
CN(CCCNC(=O)c1cccc(N2CCCC2=O)c1)c1ccccc1	-5	-5	-3	108	-3	1	4	6	-14	-1.6
OC(CN1C2=NCCCN2c2ccccc21)c1ccc(Cl)cc1 (configuration not stated)	-1	1	1	101	2	9	-27	-1	3	-0.2
CC(OC(=O)Cc1n[nH]c(=O)c2ccccc12)C(=O)Nc1ccc(Cl)cn1 (configuration not stated)	0	5	3	102	58*	-8	-34	2	-5	0.7
Clc1ccc2c(c1)-c1nnc(Br)n1-c1ccccc1S2	-3	-4	-1	85	-5	11	-27	4	-15	0.4
Cc1[nH]nc2c1C1(CCN(C(=O)c3ccccc3)CC1)C(C#N)=C(N)O2	2	-6	-1	103	-2	10	12	-6	7	-2.2
CNC(=S)N1CCc2sccc2C1C (configuration not stated)	-6	-7	3	100	3	9	5	-4	4	1.5
COc1ccc(N2CCN(C(=O)C3CCCN(S(=O)(=O)c4ccc(C)cc4)C3)CC2)cc1 (configuration not stated)	2	2	-1	93	-15	20	3	-7	4	-0.7
COC(=O)CN1C(=O)N/C(=C/c2ccc(OC)c(C)c2OC)C1=O	-4	1	2	96	-1	0	-20	-7	0	-1.2

Full records as entered above. Values in the order: m5-HT2A agonist | TLR9-MyD88 inh | Glyco luc inh | ABCB6 inh 2 | Cardio protect | MC4R antag cAMP | NCOA2 inhibitor | ABHD5-PLIN5 inh | NOD2 RIPK2 PPI | MC4R barr agon
Record of Cc1[nH]nc2c1C1(CCN(C(=O)c3ccccc3)CC1)C(C#N)=C(N)O2 : 2 | -6 | -1 | 103 | -2 | 10 | 12 | -6 | 7 | -2.2
Record of Clc1ccc2c(c1)-c1nnc(Br)n1-c1ccccc1S2 : -3 | -4 | -1 | 85 | -5 | 11 | -27 | 4 | -15 | 0.4

New compounds follow
SMILES	m5-HT2A agonist	TLR9-MyD88 inh	Glyco luc inh	ABCB6 inh 2	Cardio protect	MC4R antag cAMP	NCOA2 inhibitor	ABHD5-PLIN5 inh	NOD2 RIPK2 PPI	MC4R barr agon
COCCCN1CN=C(Nc2nc3ccccc3o2)NC1	-3	0	2	97	-1	3	-19	-8	-7	-3.4
O=C(NC(=S)Nc1cccc2c(O)cccc12)c1ccccc1[N+](=O)[O-]	1	-5	3	104	3	11	-27	2	3	-4.8
CCOC(=O)c1c(NC=O)sc2c1CCC2	3	-1	3	94	-5	6	15	-1	-7	2.7
CCCCCCCC1CC(CSC(=N)N)OC1=O (configuration not stated)	-5	2	4	92	-17	-6	20	13	-5	-0.7
Cc1c(C(=O)N2CCCCCC2)c(S(=O)(=O)Nc2ccccc2F)c(C)n1C	-3	2	-1	101	-6	21	5	7	1	-1.6
Cn1c(=O)c2[nH]c(-c3ccccc3)c(O)c2n(C)c1=O	4	16	13	84	-9	-3	-3	-2	12	-1.3
NS(=O)(=O)c1cccc(NC(=O)CSc2nc3ccccc3c(=O)n2Cc2ccco2)c1	1	-2	-1	95	17	2	-9	19	-3	-1.8
NC(=O)CC(NC(=O)Cc1ccc(Br)cc1)c1ccc(N2CCC(Br)CC2)c([N+](=O)[O-])c1 (configuration not stated)	-1	-6	3	94	-17	5	11	4	-1	4.0
CSc1nc(-c2ccccc2)nc(C(Cl)Cl)n1	0	-11	-14	99	-3	-10	-9	-6	-9	1.9
CCS(=O)(=O)N1CCC(C(=O)Oc2ccccc2Br)CC1	2	-3	1	89	-2	0	-1	-2	-7	-1.1
CCNC(=O)C1(C)CCN(Cc2ccc(C(=O)OCC)o2)C1 (configuration not stated)	-4	.	0	89	-1	8	-3	-5	4	-1.2
